# CIT2-GFP yeast: alters CIT2-GFP fluorescence in TOR pathway yeast screen. S. cerevisiae CIT2-GFP strain, flow cytometry, 3 h; 100 means same as DMSO wells. GFP response vs DMSO, % at 10 µM. actives 0.065% (n = 320,000). AID 2029;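 active means GFP response relative to DMSO above a set limit, near the screen mean plus 3 SD, cut at about 150% in these data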;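 further: ratio of well median GFP fluorescence to mean of DMSO wells on the plate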
# BCLXL inh: blocks human Bcl-xL binding to Bim BH3 peptide | GST-Bcl-xL / FITC-Bim BH3 peptide fluorescence polarization | Q07817 | actives 0.7% (n = 320,000) | inhibition, % at 10.9 µM;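 active means inhibition above the mean of all tested compounds plus 3 SD, cutoff set per campaign, cut at about 30% in these data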;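 further: 0% = DMSO wells and 100% = unlabeled Bim-BH3 peptide competitor; inhibitors lower millipolarization by displacing the labeled peptide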
# MCL1-BIM inh: disrupts human MCL1 binding to BIM-BH3 peptide. actives 0.68% (n = 320,000). GST-MCL1 / FITC-Bim-BH3 fluorescence polarization. inhibition, % at 10.9 µM. Q07820;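 active means inhibition above the mean inhibition of all tested compounds plus 3 SD, set per campaign, cut at about 40% in these data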;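 further: 0% = DMSO wells and 100% = unlabeled Bim-BH3 peptide control; higher means more loss of mP so more displacement of Bim peptide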
# Target sequence (Q07820 whole entry, looked up): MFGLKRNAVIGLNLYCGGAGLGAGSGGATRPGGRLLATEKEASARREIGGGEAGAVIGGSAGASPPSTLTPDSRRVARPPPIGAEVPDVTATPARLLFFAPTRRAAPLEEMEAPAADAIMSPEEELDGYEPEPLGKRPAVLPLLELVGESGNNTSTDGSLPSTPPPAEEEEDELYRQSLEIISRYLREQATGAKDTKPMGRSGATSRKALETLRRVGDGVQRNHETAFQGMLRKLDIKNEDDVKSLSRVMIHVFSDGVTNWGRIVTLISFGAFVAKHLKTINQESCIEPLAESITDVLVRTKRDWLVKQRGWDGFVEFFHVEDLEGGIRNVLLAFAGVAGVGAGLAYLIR
# Yeast superoxide: lowers age-related superoxide in aged yeast cells | S. cerevisiae aged cells, superoxide DHE fluorescence; stronger effect = lower value | superoxide response (% of plate mean), % at 10 µM | actives 0.18% (n = 330,000) | AID 2690;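 active means superoxide response under a set limit, about three screen SD below normal, cut at about 65% in these data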;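 further: yeast aged for seven days with compound at 30 °C before DHE staining; 100% = average MFI of all compound-treated wells on the plate with controls excluded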
# MEX-5 binding: C. elegans MEX-5 TCR-2 RNA binding activity | MEX-5/FITC-TCR2 RNA binding, fluorescence polarization; stronger effect = lower value | actives 0.38% (n = 300,000) | activity score (negative = inhibition of binding), % at 10 µM | Q9XUB2;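 active means inhibition past about -25% in most replicates, and total fluorescence under double the plate's negative control median, limit read from the data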;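 further: 0% = DMSO and -100% = 5 µM competing unlabeled TCR2 RNA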
# GLD-1 TGE inh: GLD-1-TGE RNA interaction inhibition (C. elegans); purified GLD-1 + fluorescein TGE RNA, fluorescence polarization; inhibition, % at 5.96 µM; actives 0.44% (n = 320,000); AID 2280;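 active means percent inhibition above a per-plate cutoff, the plate mean of test compounds plus 3 SD, cut at about 30% in these data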;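 further: 0% = DMSO wells with GLD-1 and probe and 100% = wells lacking GLD-1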
# AGP1-GFP MLPCN: alters AGP1-GFP fluorescence in TOR pathway yeast screen; S. cerevisiae AGP1-GFP multiplex flow cytometry, 3 h; GFP as percent of DMSO wells; GFP response vs DMSO, % at 10 µM; actives 0.02% (n = 320,000);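 active means GFP response relative to DMSO above a set limit, near screen average plus 3 SD, cut at about 150% in these data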;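 further: median GFP channel fluorescence of the gated AGP1 strain per well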
# GRK2 aptamer HTS: human GRK2 inhibition via aptamer displacement; P25098; bead flow cytometry, FAM-aptamer displacement from GRK2; inhibition of aptamer binding, % at 10 µM; actives 0.59% (n = 330,000); AID 488847;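 active means inhibition of aptamer binding above 40%, roughly 3 SD of noise, on plates passing a quality check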;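 further: median bead fluorescence of bound FAM aptamer so fluorescent compounds give negative values; no value below 0 was filed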
# Target sequence (P25098 whole entry, looked up): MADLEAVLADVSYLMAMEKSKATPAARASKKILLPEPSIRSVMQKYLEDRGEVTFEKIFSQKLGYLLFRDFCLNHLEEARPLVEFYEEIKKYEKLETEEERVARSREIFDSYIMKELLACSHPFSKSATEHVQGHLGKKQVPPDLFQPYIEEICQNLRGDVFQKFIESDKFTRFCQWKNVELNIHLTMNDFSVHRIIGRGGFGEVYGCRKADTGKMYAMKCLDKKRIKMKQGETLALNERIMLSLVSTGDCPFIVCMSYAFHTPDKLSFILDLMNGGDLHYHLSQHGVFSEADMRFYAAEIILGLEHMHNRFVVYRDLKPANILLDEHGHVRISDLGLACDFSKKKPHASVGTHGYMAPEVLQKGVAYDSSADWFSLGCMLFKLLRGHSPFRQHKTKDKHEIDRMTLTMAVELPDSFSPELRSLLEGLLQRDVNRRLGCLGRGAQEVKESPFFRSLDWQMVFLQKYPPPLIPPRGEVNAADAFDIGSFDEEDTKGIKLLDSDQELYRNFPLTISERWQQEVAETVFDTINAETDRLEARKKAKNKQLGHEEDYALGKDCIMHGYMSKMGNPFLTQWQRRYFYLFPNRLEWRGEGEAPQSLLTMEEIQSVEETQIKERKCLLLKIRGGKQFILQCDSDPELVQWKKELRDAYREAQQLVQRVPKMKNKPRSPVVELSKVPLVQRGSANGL
# VLA-4 inh: inhibition in a human VLA-4 binding assay | P13612 | VLA-4 expressing cells, ligand binding flow cytometry | inhibition, % (about 7 µM as worked out from the volumes in the protocol) | actives 0.2% (n = 330,000) | AID 2557; in the data active means inhibition above about 50%
# * = called active by the depositor; · = no result given.
SMILES,CIT2-GFP yeast,BCLXL inh,MCL1-BIM inh,Yeast superoxide,MEX-5 binding,GLD-1 TGE inh,AGP1-GFP MLPCN,GRK2 aptamer HTS,VLA-4 inh
Cc1cccc(NC(=O)Nc2ccc(S(=O)(=O)Nc3onc(C)c3C)cc2)c1,85,4,7,82,·,7,98,0,8
CC(C)C(C(=O)NCC1CCCO1)N(C(=O)CNS(=O)(=O)c1ccccc1)c1ccc(F)cc1 (centres undefined),101,3,-2,98,3.9,-1,100,0,15
COc1ccc(CNC(=O)CCn2ccc3cc(S(=O)(=O)N4CCCC4)ccc32)cc1,100,5,-7,119,0.1,-2,105,0,-1
Nc1ncnc2c1ncn2C1OC(C(=O)NC2CC2)C(O)C1O (centres undefined),82,-3,-5,92,·,-5,91,3,41
Cc1nc2nc(Cc3ccccc3)[nH]n2c(=O)c1Cl,98,-4,-1,104,0.7,2,100,0,3
Cc1cc(C)nc(NC(=O)c2cc3ccccc3o2)n1,66,-1,2,78,1.0,-5,79,0,18
COc1cc(NC(=O)CSc2nc3[nH]ncc3c(=O)n2-c2ccccc2C)cc(OC)c1OC,104,6,3,86,-1.0,3,101,2,-10
Cc1cc(C)c(C)c(S(=O)(=O)NCCCN2CCCC2=O)c1C,107,4,3,102,-3.2,5,99,0,1
CCn1c(=N)n(CC(=O)C23CC4CC(CC(C4)C2)C3)c2ccccc21,94,-1,-2,93,-0.6,2,93,6,-2
Cc1ccc([N+](=O)[O-])cc1N/C=C1\CCCCC1=O,67,-14,-21,108,0.8,8,85,7,8
Nc1ccc(C(CC(=O)O)n2cccc2)cc1 (centres undefined),101,-1,8,114,-3.9,1,94,0,10
COc1cccc(NC(=O)Cn2nnc(C(=O)NCc3cccs3)c2N)c1,103,3,6,95,-0.8,10,98,3,27
Clc1ccc(Nc2nc(-c3ccncc3)cs2)cc1,100,3,12,91,-1.3,-1,93,0,2
COc1ccc(CC(=O)N(Cc2ccccc2)c2cccc(C)c2)cc1OC,99,6,5,64*,0.9,-9,101,100*,17
COc1ccccc1C(=O)NC(=O)COC(=O)C1CC2CCCC(C1)C2=O (centres undefined),95,·,·,106,1.2,·,92,3,10
CCCSc1nc2c(cnn2-c2ccc(Cl)cc2)c(=O)[nH]1,·,6,0,101,-4.3,11,96,2,11
CCC(=O)N(Cc1cc(=O)[nH]c2ccccc12)c1cccc(C)c1,94,3,18,91,·,-3,·,0,0
O=C(Nc1ccccc1)Nc1ccc2ccccc2n1,98,3,3,98,0.0,-2,94,0,-16
N#CC1=C(N)Oc2n[nH]c(-c3ccccc3)c2C1c1ccsc1 (centres undefined),91,10,7,99,-4.5,-1,93,2,-10
CN(C)c1ccc(NC(=O)Nc2csc3ccccc23)cc1,94,7,5,93,-0.6,-2,104,0,18
CCc1ccc(CNC(=O)C2CCCN(S(=O)(=O)N(CC)c3ccccc3)C2)cc1 (centres undefined),100,3,7,129,0.3,-4,105,0,5
CCOC(=O)CSc1nc2sc3c(c2c(=O)n1CC)CC(C)(C)OC3,104,6,7,95,-3.1,-4,103,30,1
COC(=O)CCCC1=CC2=C(c3ccccc3)C(=O)C(C)(OC(=O)C3CCCC3)C(=O)C2=CN1C1CCCC1 (centres undefined),68,12,15,94,-0.8,10,77,2,-9
CC(=O)c1c(C)nc(-c2ccc(Cl)cc2Cl)n1O,81,5,3,111,0.2,-6,96,0,18
FC(F)(F)c1cccc(CN2CCN(c3ncccn3)CC2)c1,95,6,-2,103,0.3,4,114,3,25

# Carrying on.
SMILES,CIT2-GFP yeast,BCLXL inh,MCL1-BIM inh,Yeast superoxide,MEX-5 binding,GLD-1 TGE inh,AGP1-GFP MLPCN,GRK2 aptamer HTS,VLA-4 inh
COc1ccc(COC(=O)C2=C(C)NC(=O)NC2c2ccc(O)c(OC)c2)cc1 (centres undefined),99,5,3,86,3.4,6,99,0,8
CCCN1CCC(=O)N([C@H](CO)c2ccccc2)CC1,92,2,1,105,-2.8,-4,94,0,6
O=C(CCN1C(=O)/C(=C\c2ccc(F)cc2)SC1=S)Nc1ccc(O)cc1,97,3,12,105,-1.1,-2,95,0,-9
Cc1cc(C)cc(Oc2ccc(NC(=O)C3CC=CCC3C(=O)O)cc2)c1 (centres undefined),105,7,8,129,-0.8,2,100,11,-4
CCOC(=O)CSc1nnc(CNC(=O)Cc2ccccc2)n1C,111,3,4,101,1.9,0,120,4,-2
COc1ccc(C(O)c2nc3ccccc3n2C)cc1OC (centres undefined),97,1,-4,82,-1.0,6,97,1,-5
CCCCOC1(c2ccccc2)OC(=O)c2ccccc21 (centres undefined),94,0,-1,113,-1.1,10,107,3,12
CCn1c(/C=C/c2cccc([N+](=O)[O-])c2)nc2ccccc2c1=O,94,6,5,110,1.0,2,98,0,16
CN1CCN(c2ccc(S(=O)(=O)N3CCCCC3)cc2NC(=O)Cc2c(F)cccc2Cl)CC1,101,-8,-13,91,1.6,3,106,0,3
Cc1c(C(=O)NCc2cccs2)oc2ccc(Br)cc12,86,-4,-2,94,0.2,7,99,3,31
Cc1ccc(Cl)cc1N1CCN(CC(=O)Nc2ccc3[nH]c(=O)[nH]c3c2)CC1,110,0,3,136,-2.6,-1,110,0,19
COC(=O)Cn1c(=O)c2c(nc3n2CCCN3CCc2ccccc2)n(C)c1=O,99,5,-2,85,-0.7,-5,97,2,2
C=CCn1c(SCC(=O)OCc2ccccc2)nc2c1c(=O)n(C)c(=O)n2C,106,4,8,81,0.3,0,105,1,12
c1cc2c3c(cccc3c1)C(N1CCCCCC1)=N2,98,6,-8,112,-8.3,20,93,2,-2
C/C(=C1/SC(=S)N(CCC(=O)O)C1=O)c1ccc(O)cc1,100,6,7,120,-0.1,-10,99,1,-5
CCOc1ccc(S(=O)(=O)N(C)c2ccc(OCC(=O)Nc3nccs3)cc2)cc1,87,5,-6,95,0.6,3,100,2,-2
O=C(c1ccc(Cl)cc1)N1CCC(O)(CSc2ccccc2)CC1,101,4,2,109,0.1,0,26,1,19
COc1ccccc1C(=O)O/N=C(\N)c1ccc(Cl)cc1,93,2,-2,97,0.3,-1,91,4,-9
COc1ccc(C(=O)C2CCCN(C(=O)c3ccccc3C(C)=O)C2)cc1F (centres undefined),100,2,2,105,-0.5,1,98,0,20
CCOc1cc(/C=N/NC(=O)COc2nc(C)cc(COC)c2C#N)ccc1O,116,1,3,114,3.5,-6,98,0,-6
O=C(NC1CC1)C1=C[C@H](c2csc3ccccc23)C[C@H](OCc2ccc(CO)cc2)O1,81,1,6,104,-0.1,-9,87,4,-2
O=C(COC(=O)CCC(=O)c1cccs1)NC1CC1,106,-5,-5,106,3.7,1,103,0,15
CCC(=O)Nc1nnc(S(=O)(=O)N2c3ccccc3CC2C)s1 (centres undefined),100,2,-1,101,0.0,6,102,2,44
CC(=O)c1cc2c(cc1NC(=O)c1cccc(S(=O)(=O)N3CCN(C)CC3)c1)OCO2,103,5,13,87,3.3,-7,103,3,-16
CC1CCN(C(=O)c2ccc3c(Cl)c4c(nc3c2)CCCC4)CC1,106,5,11,106,0.4,1,99,0,-1

# Other structures:
SMILES,CIT2-GFP yeast,BCLXL inh,MCL1-BIM inh,Yeast superoxide,MEX-5 binding,GLD-1 TGE inh,AGP1-GFP MLPCN,GRK2 aptamer HTS,VLA-4 inh
Cc1cccc(-c2noc(CNS(=O)(=O)c3ccccc3)n2)c1,·,-4,-11,103,2.4,2,96,0,-1
CCC(Oc1ccccc1)C(=O)Nc1cc(Cl)ccc1-n1cncn1 (centres undefined),92,-2,4,97,-1.3,6,106,2,-2
CC(=O)N1N=C(c2ccncc2)OC12CCCC2,86,1,1,107,1.3,10,94,4,-2
CCCCn1c(N)c(N(CCOC)C(=O)c2ccc(-c3cccc(C(F)(F)F)c3)o2)c(=O)[nH]c1=O,80,-4,-10,92,-0.1,4,83,0,13
Cc1cc(C)nc(Nc2ncn[nH]2)n1,109,4,0,99,11,1,104,3,25
COC(=O)CSc1nnc(-c2ccc3c(c2)OCO3)n1C,96,5,-6,105,-1.2,-1,98,1,1
Cc1ccc2oc(-c3cccc(NC(=O)c4ccccn4)c3)nc2c1,99,-1,-1,113,-2.9,2,97,3,-6
COc1ccc(C2=CC(=O)N(Nc3ccccc3)C2=O)cc1,70,5,3,78,-4.0,4,100,0,18
O=C(C1CCN(S(=O)(=O)c2ccc(Cl)cc2)CC1)N1CCN(c2ccccn2)CC1,95,1,8,129,·,0,83,0,8
CCc1ccc(NC(=O)[C@@H](NC(=O)[C@@H]2Cc3ccccc3CN2)C(C)CC)cc1 (some centres undefined),87,6,0,95,0.8,7,77,0,-6
COc1cccc(/C=C(/C#N)c2nc3ccccc3[nH]2)c1OC(C)C(=O)O (centres undefined),96,7,-1,97,0.7,-3,105,3,9
COc1ccc(C(=O)n2nc(-c3ccccc3)nc2N)cc1OC,118,11,-2,115,1.9,-3,93,1,15
CCOC(=O)N1CCN(C(=O)C2CCN(S(=O)(=O)c3cc(OC)ccc3OC)CC2)CC1,91,5,-2,100,0.4,-3,95,0,-3
COc1ccc(NC(=O)COc2ccc3c(c2)CCC3)cc1,94,0,1,73,2.1,2,92,0,32
Cc1ccc(CNC(=O)CS(=O)Cc2nc(-c3ccccc3F)oc2C)cc1 (centres undefined),104,5,6,113,0.0,0,103,1,15
Fc1ccccc1C1c2cccn2CCN1C(=S)Nc1ccc(Br)cc1 (centres undefined),93,-32,-11,96,5.1,1,101,7,-2
CCc1nnc(NC(=O)c2ccc(S(=O)(=O)N(CCOC)CCOC)cc2)s1,96,1,-7,97,0.1,-6,98,0,11
CC(=O)Nc1ccc(NC(=O)CN(c2cccc(C(C)=O)c2)S(C)(=O)=O)cc1,98,-2,-1,107,-0.2,4,99,2,3
COCCCNC(=O)CNC(=S)N(Cc1ccc(F)cc1)C1CCCCC1,95,1,7,121,-0.3,3,97,0,0
COc1ccc2cc3cc(C(=O)NCc4ccccn4)oc3nc2c1,·,-1,2,104,2.3,3,106,1,1
O=[N+]([O-])c1cc([N+](=O)[O-])c2nonc2c1Nc1ccccc1O,119,·,·,127,-5.3,·,99,1,8
O=C(CSc1n[nH]c(-c2ccc(Cl)cc2Cl)n1)Nc1ccccn1,95,7,9,81,-5.5,12,91,1,-7
COc1ccc(N(CC(=O)N2CCN(c3cccc(C)c3C)CC2)S(=O)(=O)c2c(C)noc2C)cc1,101,1,-4,94,-0.1,-4,102,4,-17
Cc1ccc(S(=O)(=O)CCC(=O)Nc2ccccc2Cl)cc1,101,5,1,97,1.1,-4,102,0,-8
COc1nc(Nc2ccc(-c3nc4ccccc4o3)cc2)nc(N2CCOCC2)n1,101,-4,2,89,-2.0,0,100,0,-2
COCOc1ccc(C=O)cc1OCOC,106,2,10,101,0.5,3,100,0,-5
COC(=O)c1ccccc1-n1c(C)nc(=O)c(-c2ccccc2)c1C,106,·,·,104,-2.1,·,104,0,-1

# Reprinted at random: 4 compounds from above, in no set order.
SMILES,CIT2-GFP yeast,BCLXL inh,MCL1-BIM inh,Yeast superoxide,MEX-5 binding,GLD-1 TGE inh,AGP1-GFP MLPCN,GRK2 aptamer HTS,VLA-4 inh
COC(=O)CSc1nnc(-c2ccc3c(c2)OCO3)n1C,96,5,-6,105,-1.2,-1,98,1,1
O=[N+]([O-])c1cc([N+](=O)[O-])c2nonc2c1Nc1ccccc1O,119,·,·,127,-5.3,·,99,1,8
Cc1cc(C)nc(Nc2ncn[nH]2)n1,109,4,0,99,11,1,104,3,25
O=C(C1CCN(S(=O)(=O)c2ccc(Cl)cc2)CC1)N1CCN(c2ccccn2)CC1,95,1,8,129,·,0,83,0,8

# High-throughput results (PubChem)
